JMJD2A Tudor inh – blocks the human JMJD2A Tudor domain; Potency, µM (titrated, usually from 114 µM), for inactives: top-dose activity change, negative = inhibition, usual class: inhibitors; actives 4.4% (n = 390,000); AlphaScreen JMJD2A-Tudor / H3K4me3 peptide binding; further: on the % scale 0 is the no-effect control and ±100 the full control effect; nearly all actives have a fitted effect of over 50% in size
HP1b chromo inh – blocks HP1-beta chromodomain binding to methylated histone tails; P83916; Potency, µM (highest dose often 114 µM), without a hit: at the highest dose activity change, negative = inhibition, usual class: inhibitors; AlphaScreen HP1-beta / biotin-H3K9me3 peptide binding; actives 0.56% (n = 390,000); further: nearly all actives have a fitted effect of over 70% in size; inactives centre near 23
Target sequence (P83916 whole entry, looked up): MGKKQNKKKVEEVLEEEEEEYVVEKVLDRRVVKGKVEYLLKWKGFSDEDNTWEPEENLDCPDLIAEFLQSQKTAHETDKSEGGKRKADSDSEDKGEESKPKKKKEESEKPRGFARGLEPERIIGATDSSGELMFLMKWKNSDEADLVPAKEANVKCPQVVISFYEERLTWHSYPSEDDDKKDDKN
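AlphaScreen: HP1-beta (50 nM) preformed 30 min with biotin-H3(1-18)K9me3 peptide (50 nM) in PBS pH 7.4, 0.01% Tween-20. Compound added for 30 min at RT, then streptavidin donor/nickel chelate acceptor beads (10 ug/mL) for 30 min.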
ERG-DNA inh – blocks human ERG Ets domain binding to DNA; P11308; fluorescence polarization, His-ERG Ets domain / labelled DNA; Potency, µM (titrated, usually from 76.9 µM), for the others: at the highest dose FP activity, negative = inhibition, most hits filed as inhibitors; actives 0.028% (n = 370,000); AID 624246; active means well fitted inhibition curve with a large enough effect in the polarisation, with a control signal flat; inconclusive means small, poorly fitted or top-dose-only effect, or effect the other way, or a change in a side signal; inactive means no such curve, though single readings can be large or run the other way; the % refers to the polarisation;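 further: polarization taken with two DNA probes labelled with fluorescein and Texas red; % of control where 0% means no effect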
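His-tagged ERG Ets domain (1 uM in the protein solution; 300mM KCl, 50mM Tris-HCl, 1mM EDTA, 1mM DTT, pH 7.5) received compound, then a probe mix of 5 nM fluorescein-DNA and 100nM Texas-615-DNA. Fluorescence polarization was read for both dyes.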
Pin1 inh – human Pin1 inhibition. actives 0.009% (n = 390,000). AID 504891. Potency, µM (titrated, usually from 115 µM), without a hit: top-dose activity, negative = inhibition, usual class: inhibitors. Pin1 FP peptide displacement, HiFluor488, 10 min. Q13526; active means well fitted inhibition curve with a large enough effect in the polarisation, with a control signal flat, not every such curve was filed as active; inconclusive means small, poorly fitted or top-dose-only effect, or effect the other way, or a change in a side signal; inactive means no such curve, though single readings can be large or run the other way; the % refers to the polarisation; further: on the % scale 0 is the no-effect control and ±100 the full control effect
Target sequence (Q13526 whole entry, looked up): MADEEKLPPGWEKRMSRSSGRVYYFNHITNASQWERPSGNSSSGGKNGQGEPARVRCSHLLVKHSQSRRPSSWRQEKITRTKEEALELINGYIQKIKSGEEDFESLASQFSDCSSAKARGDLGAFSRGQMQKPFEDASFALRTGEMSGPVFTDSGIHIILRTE
GLS inhibitor – inhibitors of human glutaminase (GLS); O94925; GLS enzymatic activity, qHTS titration; Potency, µM (doses to about 45.5 µM), for the others: top-dose activity change, negative = inhibition, most hits filed as inhibitors; actives 0.21% (n = 410,000); AID 624170; further: on the % scale 0 is the no-effect control and ±100 the full control effect
Target sequence (O94925 whole entry, looked up): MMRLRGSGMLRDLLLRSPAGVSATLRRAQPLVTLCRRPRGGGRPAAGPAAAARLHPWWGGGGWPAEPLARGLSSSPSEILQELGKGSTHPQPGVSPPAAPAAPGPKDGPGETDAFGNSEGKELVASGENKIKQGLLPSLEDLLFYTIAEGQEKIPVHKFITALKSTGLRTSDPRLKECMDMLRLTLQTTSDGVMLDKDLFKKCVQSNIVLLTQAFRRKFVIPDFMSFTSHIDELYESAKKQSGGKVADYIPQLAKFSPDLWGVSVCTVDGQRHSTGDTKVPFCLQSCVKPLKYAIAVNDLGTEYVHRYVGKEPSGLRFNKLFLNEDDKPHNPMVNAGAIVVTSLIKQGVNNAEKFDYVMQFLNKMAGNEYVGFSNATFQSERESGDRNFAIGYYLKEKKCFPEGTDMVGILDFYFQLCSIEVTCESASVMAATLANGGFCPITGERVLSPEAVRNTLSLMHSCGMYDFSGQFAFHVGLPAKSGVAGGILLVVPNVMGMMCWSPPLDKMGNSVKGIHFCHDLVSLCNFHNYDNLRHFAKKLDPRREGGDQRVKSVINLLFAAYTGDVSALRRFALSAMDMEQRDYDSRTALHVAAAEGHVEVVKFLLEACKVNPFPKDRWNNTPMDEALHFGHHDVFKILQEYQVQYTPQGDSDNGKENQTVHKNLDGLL
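Enzyme dispensed in phosphate buffer (45 mM, pH 8.2, 0.02% Tween-20), compounds pinned in, then 1 mM L-glutamine solution and the glutamate oxidase–HRP–Amplex Red mix added; fluorescence read immediately and again after 30 min at room temperature.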
RGS4 inhibitor – human RGS4 inhibition. Transcreener GDP fluorescence polarization, RGS4-accelerated GTP hydrolysis. P49798. actives 0.039% (n = 390,000). Potency, µM (highest dose often 114 µM), for the others: at the top dose activity change, negative = inhibition, usual class: inhibitors; further: on the % scale 0 is the no-effect control and ±100 the full control effect; nearly all actives have a fitted effect of over 75% in size; some results filed as inactive show a strong effect at the top dose
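MLSMR compounds (23 nl, pin-transferred) preincubated 10 min at room temperature with a 500nM (2x) first reagent, then RGS4 at 900nM (2x) plus Transcreener GDP mix added; fluorescence polarization (620/688 nm) read before and after 90 min at 30 °C.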
Tb PGK inh – blocks T. brucei phosphoglycerate kinase; P07378; Potency, µM (highest dose often 57.5 µM), for inactives: top-dose activity change, negative = inhibition, hits mostly inhibitors; actives 0.043% (n = 380,000); AID 602233; PGK/GAPDH coupled, Kinase-Glo luminescence, 60 min; further: on the % scale 0 is the no-effect control and ±100 the full control effect; nearly all actives have a fitted effect of over 60% in size
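Recombinant glycosomal PGK reaction used 1,3-bisphosphoglycerate generated in-well by GAPDH (100nM final) in 100mM TEA pH 7.6, 5mM MgCl2, 0.01% Tween-20. After 60 minutes at room temperature, ATP was read by Kinase-Glo Plus luminescence end-point.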
12-LOX inh – inhibitors of human 12S-lipoxygenase ALOX12; Potency, µM (series often up to 108 µM), for inactives: top-dose activity change, negative = inhibition, actives largely listed as inhibitors; AID 1671190; actives 1.1% (n = 580,000); purified 12hLO, xylenol orange hydroperoxide absorbance; P18054; further: on the % scale 0 is the no-effect control and ±100 the full control effect
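Purified human 12hLO (150 nM final) in 25 mM Hepes, 0.01% Triton X-100, pH 7.0 was preincubated 15 min at room temperature with compound. Then 40 uM arachidonic acid was added, 30 min. Hydroperoxide was read by Fe-XO absorbance ratio 573/405 nm.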
rTrxR1 inhibitor – blocks rat thioredoxin reductase 1; recombinant rTrxR1, NADPH fluorescence consumption, selenite substrate; Potency, µM (doses to about 114 µM), for inactives: top-dose activity change, negative = inhibition, usual class: inhibitors; actives 1% (n = 390,000); further: on the % scale 0 is the no-effect control and ±100 the full control effect; nearly all actives have a fitted effect of over 65% in size
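Rat TrxR1 (90 nM in the dispensed reagent) was pre-reduced with 400 uM NADPH for 5 min at room temperature, then incubated with compound for 15 min. After 400 uM selenite was added, NADPH fluorescence (Ex 340/Em 450 nm) was followed for 8 min.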
Numbers without * were called inactive; i = inactive; ? = inconclusive; . = no result given; & = joins results of further samples; [ ] = another dose, or the depositor's remark. Unless noted, the call rests on the fitted dose curve; in most records, active means well fitted curve in the direction sought with a large enough effect; inconclusive means small, poorly fitted or top-dose-only effect, or another doubt; inactive means no such curve, though single readings can be large; an effect the other way counts as inactive or inconclusive. Potency means the concentration at half of the fitted maximal effect. This is a subset; the hit share may differ from the screen's.

cpd	SMILES	JMJD2A Tudor inh	HP1b chromo inh	ERG-DNA inh	Pin1 inh	GLS inhibitor
1	c1ccn2c(c1)nc1c2nc2ccccn21	7%	22%	-5%	-8%	12%
2	CCN(CC)S(=O)(=O)c1ccc(N(C)Cc2cccc(OC)c2OC)nc1	0%	43%[activator]	-22%	-5%	?
3	COc1ccc2[nH]c(CN3CCN(CC=C(C)C)C(CCO)C3)c(C)c2c1 (centres undefined)	-35%	-8%	3%	3%	-34%
4	Clc1cccc(CNc2nc(-c3cccnc3)nc3ccccc23)c1	?	-14%	-1%	15%	-3%
5	CCOC(=O)CSc1nc(C)c(C(=O)OCC)s1	15%	26%	2%	3%	0%
6	Cc1noc(C)c1NC(=O)Nc1cccc2c1O[C@H](CN(C)S(=O)(=O)c1cn(C)cn1)[C@@H](C)CN([C@H](C)CO)C2=O	-8%	28%	1%	1%	2%
7	CCC/C=C(\CCC)C(NC(=O)OCC(C)C)c1ccc(C(=O)OC)cc1 (centres undefined)	8%	97%[activator]	14%	?	-5%
8	O=C1CCN(Cc2ccccc2)CCN1[C@H](CSc1ccccc1)c1ccccc1	-28%	20%	12%	6%	1%
9	COc1ccc(/C=N/NC(=S)NC2CCS(=O)(=O)C2)cc1 (centres undefined)	-6%	21%	14%	7%	?
10	COc1ccc(Cl)cc1N(CC(=O)N1CCCC1)S(C)(=O)=O	-3%	56%[activator]	-1%	3%	-1%

cpd	RGS4 inhibitor	Tb PGK inh	12-LOX inh	rTrxR1 inhibitor
1	3%	2%	3%	-46%
2	-30%	-5%	-13%	23%[57.1 µM]
3	24%	-3%	-3%	11%[57.1 µM]
4	?	12%	-6%	4%[57.1 µM]
5	6%	5%	3%	-8%
6	-6%	6%	-11%	-28%
7	26%	i	-19%	25%
8	24%	-4%	?	-11%
9	0%	5%	-10%	-11%[57.1 µM]
10	-4%	i	0%	8%

Other compounds follow.
cpd	SMILES	JMJD2A Tudor inh	HP1b chromo inh	ERG-DNA inh	Pin1 inh	GLS inhibitor
11	O=C(c1nc2nc(-c3ccccc3)cc(C(F)(F)F)n2n1)N1CCCCC1	-12%	4%	1%	-3%	-9%
12	Cc1ccc(S(=O)(=O)N2CCOCC2)cc1NC(=O)COC(=O)c1ccc2c(c1)OCO2	-10%	11%	0%	-6%	0%
13	Cc1nccn1-c1cc(C(C)(C)C)nc2c(-c3ccccc3)cnn12	-20%	-6%	-11%	8%	0%
14	O=C(NNC(=O)[C@H]1CC=CC[C@H]1C(=O)O)c1ccc(Cl)cc1Cl	-14%	-12%	-7%	-1%	4%
15	COc1ccc(NC(=O)c2c(C)nn(Cc3ccccc3)c2C)cc1S(=O)(=O)N(C)C	-15%	-3%	17%	-6%	0%
16	O=C(NCCN1CCOCC1)c1cccc2c1C(=O)c1ccc(N3CCCC3)cc1S2(=O)=O	-4%	14%	11%	?	1%
17	CC(=O)c1ccc(NC(=O)C2CCCN2S(=O)(=O)c2cccs2)cc1 (centres undefined)	-2%	51%[activator]	-1%	-4%	-14%
18	CCOC(=O)c1ccc(NC(=O)CCNc2c(N3CCCC3)c(=O)c2=O)cc1	-1%	13%	-2%	6%	29%
19	CS(=O)(=O)/C(C#N)=C/c1cccn1S(=O)(=O)c1ccccc1	-5%	-2%	6%	2%	-16%
20	Cc1cccc(-c2cc3nc4c(c(N5CCC6(CC5)OCCO6)n3n2)CCCC4)c1	12%	33%	-7%	5%	-4%

cpd	RGS4 inhibitor	Tb PGK inh	12-LOX inh	rTrxR1 inhibitor
11	12%	-8%	6%	2%
12	0%	0%	-16%	13%
13	-22%	-10%	0%	17%[57.1 µM]
14	5%	3%	19%	21%[57.1 µM]
15	-13%	-9%	?	1%
16	-7%	4%	-15%	-1%[57.1 µM]
17	-8%	0%	-7%	9%[57.1 µM]
18	-21%	-3%	51%[activator]	26%[57.1 µM]
19	43%	-1%	0%	-2%[57.1 µM]
20	16%	.	3%	27%

Two records picked at random from those above, as already listed:
cpd	SMILES	JMJD2A Tudor inh	HP1b chromo inh	ERG-DNA inh	Pin1 inh	GLS inhibitor
19	CS(=O)(=O)/C(C#N)=C/c1cccn1S(=O)(=O)c1ccccc1	-5%	-2%	6%	2%	-16%
14	O=C(NNC(=O)[C@H]1CC=CC[C@H]1C(=O)O)c1ccc(Cl)cc1Cl	-14%	-12%	-7%	-1%	4%

cpd	RGS4 inhibitor	Tb PGK inh	12-LOX inh	rTrxR1 inhibitor
19	43%	-1%	0%	-2%[57.1 µM]
14	5%	3%	19%	21%[57.1 µM]

The list continues.
cpd	SMILES	JMJD2A Tudor inh	HP1b chromo inh	ERG-DNA inh	Pin1 inh	GLS inhibitor
21	Cc1cc(=O)oc2c(C)c(OCC(=O)NCCCN3CCOCC3)ccc12	-6%	31%	0%	-1%	8%
22	CCC(=O)c1ccc(OCC(=O)Nc2nn3cnnc3s2)cc1	-8%	6%	6%	0%	9%
23	OC(CNCCc1ccc(C(F)(F)F)cc1)COc1ccc2ccccc2c1 (centres undefined)	-12%	29%	3%	?	-2%
24	CC(C)c1ccc(C(=O)Nc2nnc(S(=O)(=O)N3CCCCC3)s2)cc1	2%	48%[activator]	-10%	-4%	3%
25	CCOc1cccc(/C=C2/NC(=O)N(CC(=O)Nc3cccc(C)c3)C2=O)c1O	-4%	14%	14%	-1%	9%
26	O=C(c1ccc2c(=O)n(Cc3ccccc3Cl)c(=S)[nH]c2c1)N1CCOCC1	1%	47%[activator]	-8%	-5%	?
27	CC(=O)Nc1ccc(NC(=O)Cn2nc([N+](=O)[O-])c(Br)c2C)cc1	4%	7%	-2%	-3%	-10%
28	CC(=O)c1ccc(NC(=O)C2CCN(S(=O)(=O)c3cccnc3)CC2)cc1	-19%	13%[57 µM]	0%	2%	-9%
29	COc1ccc(-c2csc3nc(-c4ccc(C)cc4)oc(=O)c23)cc1OC	?	43%&50%[activator]	?	?	?
30	Cc1ccc(C)c(N2CCN(c3ccncc3N)CC2)c1	?	15%	2%	1%	28%

cpd	RGS4 inhibitor	Tb PGK inh	12-LOX inh	rTrxR1 inhibitor
21	22%	-1%	5%&-5%	12%
22	20%	-1%	0%	?
23	9%	-4%	?	2%
24	-7%	1%	-13%	24%
25	-5%	-4%	-18%	11%
26	26%	-3%	6%	11%
27	-3%	-4%	-10%	17%[57.1 µM]
28	-1%	2%	-3%	21%
29	-7%&-29%	-9%&-2%	1%&-5%	27%&4%
30	-23%	i	77%[activator]	2%[57.1 µM]

(listing goes on)
cpd	SMILES	JMJD2A Tudor inh	HP1b chromo inh	ERG-DNA inh	Pin1 inh	GLS inhibitor
31	CC(C)c1ccc(NS(=O)(=O)c2ccc(-n3cccn3)cc2)cc1	-3%	46%[activator]	-3%	0%	-1%
32	O=C(CNS(=O)(=O)c1ccccc1)OCC(=O)c1c[nH]c2ccccc12	-4%	4%	12%	10%	1%
33	CC(=O)c1cccc(NC(=O)c2sc(Cl)nc2C)c1	-9%	35%	7%	-3%	-3%
34	O=C(CCN1C(=O)c2ccccc2C1=O)Nc1ccccn1	-25%	27%	-7%	1%	7%
35	COC(=O)c1cc2ccccc2oc1=O	2%	13%	-4%	3%	?
36	O=C(/C=C/c1ccccc1)N/C(=C/c1ccccc1)C(=O)Nc1cccc(C(=O)O)c1	-4%[57.1 µM]	41%[activator]	-1%	8%	-3%
37	COC(=O)C1C2C=CC3(CN(c4ccc(Cl)c(F)c4)C(=O)C13)O2 (centres undefined)	-11%	44%[activator]	-7%	1%	-7%
38	COc1ccc(CNC(=O)c2cc(C3CC3)nc3c2c(C)nn3-c2cccc(Cl)c2C)cc1	-11%	19%	1%	19%	0%
39	O=C(CNC(=O)C1COc2ccccc2O1)N/N=C/c1cc(Br)c(O)c(Br)c1 (centres undefined)	-26%	-11%	2%	-1%	0%
40	CCOC(=O)C1CCCN(Cc2c(C(=O)N3CCOCC3)nc3ccccn23)C1 (centres undefined)	2%	7%	3%	9%	-11%

cpd	RGS4 inhibitor	Tb PGK inh	12-LOX inh	rTrxR1 inhibitor
31	-9%[56.9 µM]	i	-21%	19%[57.1 µM]
32	-6%	-5%	-39%	20%
33	-3%	-3%	?	26%
34	7%	.	-10%	-16%
35	-13%	-2%	0%	-18%
36	-45%	2%	?	15%[57.1 µM]
37	-7%	-9%	166%[activator]	9%[57.1 µM]
38	-10%	-6%	-13%	20%
39	-14%	0%	-24%	-13%
40	-7%	-4%	0%	12%[57.1 µM]

Next compounds:
cpd	SMILES	JMJD2A Tudor inh	HP1b chromo inh	ERG-DNA inh	Pin1 inh	GLS inhibitor
41	O=C(O)c1cc(-c2ccc(/C=N/Nc3ccc(Cl)cc3)o2)ccc1Cl	?	-2%	5%	?	0%
42	O=C(CCN1C(=O)C2CCCCC2C1=O)Nc1nc(-c2ccc(F)c(F)c2)cs1 (centres undefined)	-13%	8%	1%	2%	-9%
43	COc1ccc(-c2csc3ncn(-c4ccccc4)c(=O)c23)cc1OC	-21%	0%	0%	-2%	-2%
44	CCOC(=O)c1ccc(NC(=O)C(=O)NCCc2ccc(OC)cc2)cc1	-6%&1%	44%&23%[activator]	-1%&1%	2%&-1%	4%&0%
45	CS(=O)(=O)Oc1ccc2c(c1)O/C(=C\c1cccnc1)C2=O	-22%	-16%	1%	3%	1%

cpd	RGS4 inhibitor	Tb PGK inh	12-LOX inh	rTrxR1 inhibitor
41	?	-12%	?	?
42	6%	6%	-9%	22%[57.1 µM]
43	9%	-7%	5%&0%	18%[57.1 µM]
44	11%&15%	8%&7%	-2%&-26%	26%&24%
45	-25%	i	?	-8%[57.1 µM]

Screening results (PubChem)
